Tb PFK inh – blocks T. brucei phosphofructokinase. O15648. T. brucei PFK, ADP-Glo luminescence. Potency, µM (titrated, usually from 57.5 µM), for the others: top-dose activity, negative = inhibition, hits mostly inhibitors. actives 0.17% (n = 330,000);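 also: potency is read from the fitted curve at half-maximal effect; 0% = uninhibited 1x PFK enzyme wells and -100% = no-enzyme wells; nearly all actives have a fitted effect of over 60% in size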
Target sequence (O15648 whole entry, looked up): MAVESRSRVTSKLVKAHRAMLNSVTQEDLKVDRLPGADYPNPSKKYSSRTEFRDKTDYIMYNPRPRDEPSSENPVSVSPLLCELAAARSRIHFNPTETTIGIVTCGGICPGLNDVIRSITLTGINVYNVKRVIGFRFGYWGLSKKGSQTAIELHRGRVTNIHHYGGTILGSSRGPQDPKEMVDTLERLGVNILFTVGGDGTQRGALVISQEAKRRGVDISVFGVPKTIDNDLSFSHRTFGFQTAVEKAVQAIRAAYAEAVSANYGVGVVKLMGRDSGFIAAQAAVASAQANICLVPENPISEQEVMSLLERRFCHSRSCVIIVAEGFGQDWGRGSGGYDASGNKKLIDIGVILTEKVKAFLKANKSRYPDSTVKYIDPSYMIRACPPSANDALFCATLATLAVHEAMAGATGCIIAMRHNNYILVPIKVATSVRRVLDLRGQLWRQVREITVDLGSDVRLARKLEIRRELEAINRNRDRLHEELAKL
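In TEA buffer at pH 8.0 with 5 mM MgCl2, enzyme (1.25 nM) converted F6P (0.5 mM) and ATP (0.1 mM) for 45 min at room temperature. ADP product was read by luciferase luminescence.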
Integrin act MD – activators of alpha7 integrin expression for muscular dystrophy; Potency, µM (titrated, usually from 38.3 µM), for the others: at the highest dose activation, usual class: activators; actives 0.064% (n = 350,000); alpha7betagal myoblasts, beta-gal FDG fluorescence, 48 h;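 also: potency is read from the fitted curve at half-maximal effect; 100% = response of the positive control SU9516; nearly all actives have a fitted effect of over 60% in size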
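alpha7betagal+/- myoblasts (passage 13, 250/well) treated 48 h at 37C with compounds at 1:260 dilution of DMSO stock. Lysed, then beta-galactosidase activity read as FDG fluorescence (ex 480/em 540) after 30 min, with pre-read for autofluorescence.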
A-T KAP1 phos – potential ataxia-telangiectasia treatments restoring KAP-1 phosphorylation | […] A-T fibroblasts, KAP-1 phosphorylation AlphaLISA; neocarzinostatin DNA damage 30 min before lysis | Potency, µM (doses to about 57.5 µM), for inactives: at the top dose activation, most hits filed as activators | actives 0.19% (n = 320,000) | AID 485349; also: potency is read from the fitted curve at half-maximal effect; % of control where 0% means no effect; nearly all actives have a fitted effect of over 45% in size
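hTERT-immortalized A-T patient fibroblasts ([…]), 500 cells/well in OPTI-MEM, 1% FBS, got compounds for 60 min, then NCS for 30 min at 37C. Lysates were then assayed for phospho-KAP-1 by AlphaLISA (anti-pKAP1 donor, anti-KAP1 acceptor beads), 6 hr at 25C.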
Eya2 phos inh – Eya2 (human) phosphatase inhibition | recombinant Eya2, OMFP fluorescence dephosphorylation (OMFP is methylfluorescein phosphate) | Potency, µM (doses to about 76.9 µM), without a hit: at the highest dose activity, negative = inhibition, most hits filed as inhibitors | actives 0.006% (n = 330,000); also: potency is read from the fitted curve at half-maximal effect; % is scaled to controls: 0 for no effect and ±100 for the full control effect
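Eya2 protein (added as 0.2 uM solution) was preincubated with compound for 10 min at ambient temperature in 50 mM HEPES pH 7.5, 50 mM NaCl, 5 uM MgCl2, 0.05% BSA, 1 mM DTT. OMFP (added at 50 uM) then reacted 10 min; fluorescence read at 485/525 nm.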
TCR activator – activators of T cell receptors; 330,000 tested, under 10 active; AID 504894; primary human leukocytes, anti-CD3, IL-2 HTRF, 48 h; Potency, µM (highest dose often 9.22 µM), for inactives: top-dose activation of IL-2 secretion, usual class: activators; also: % of control where 0% means no effect
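Readout: HTRF IL-2, Eu-cryptate/d2 antibody pair, 320nm excitation, 665nm emission. Stimulus: a-CD3 beads, no co-stimulation. Cells: primary human leukocytes. Exposure: 48 hr with compound.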
Chronic BCR inh – blocks chronic active B-cell receptor signaling. ABC-DLBCL IkBa-CBG/CBR reporter, luminescence ratio, 4 h. Potency, µM (highest dose often 46.1 µM), for inactives: at the top dose ratio change, negative = lower green/red ratio, usual class: inhibitors. actives 0.05% (n = 340,000). AID 493014; active = well fitted inhibition curve with a large enough effect in the signal ratio, with a control signal flat, not every such curve was filed as active; inconclusive = small, poorly fitted or top-dose-only effect, or effect the other way, or a change in a side signal; the % refers to the signal ratio;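 also: potency is read from the fitted curve at half-maximal effect; plate controls were basal doxycycline-induced cells for no effect and cells given 10 µM MG132 for full effect; MG132 reads +100%, hits lower the ratio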
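Compounds up to 46 uM were incubated four hours with TMD8 cells whose green CBG68 luciferase is fused to IkappaBalpha; red CBR luminescence normalised the signal, and concentration-effect curves were fitted to fusion, red and ratio data.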
Mito fusion act – blocks mitochondrial division or promotes mitochondrial fusion. S. cerevisiae fusion-defective mutant growth rescue, CellTiterGlo 48 h. Potency, µM (titrated, usually from 46.1 µM), without a hit: at the top dose growth rescue (activation), most hits filed as activators. actives 0.23% (n = 320,000). AID 485298;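 also: potency is read from the fitted curve at half-maximal effect; % of control where 0% means no effect; nearly all actives have a fitted effect of over 45% in size; temperature-sensitive fusion mutants such as fzo1-1 at 37 °C on non-fermentable ethanol glycerol medium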
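Temperature-sensitive fusion-defective S. cerevisiae (e.g. fzo1-1, mgm1-5) were grown with compound in YPEG medium (3% ethanol, 3% glycerol) for 48 hours at 37C. Growth rescue was measured as viability by CellTiterGlo luminescence after 10 minutes at ambient.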
TSHR antagonist – human thyrotropin receptor antagonism; P16473; TSHR-expressing cells, TSH-stimulated cAMP HTRF, 2 h; hits give low values; activity change, negative = inhibition, % at 11.5 µM; actives 0.2% (n = 330,000); AID 504810;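 active = activity change below a set negative limit, meaning inhibition stronger than a set level, cut at about -70% in these data; inconclusive = activity change between two set negative limits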; also: % is scaled to controls: 0 for no effect and ±100 for the full control effect
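Cell-based HTRF cAMP assay; TSHR cells + compound, TSH EC80 (4nM final), 2 h, 37 deg C. Lysis with anti-cAMP cryptate and cAMP-d2, 30 min RT, read 665/620 nm.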
S-ASM inh – inhibitors of human secretory acid sphingomyelinase. placental ASM, HMU-PC fluorogenic substrate, 60 min. actives 0.006% (n = 340,000). Potency, µM (doses to about 57.5 µM), inactives show top-dose activity change, negative = inhibition, usual class: inhibitors. P17405. AID 504937; also: potency is read from the fitted curve at half-maximal effect
Target sequence (P17405 47-631 limits assumed): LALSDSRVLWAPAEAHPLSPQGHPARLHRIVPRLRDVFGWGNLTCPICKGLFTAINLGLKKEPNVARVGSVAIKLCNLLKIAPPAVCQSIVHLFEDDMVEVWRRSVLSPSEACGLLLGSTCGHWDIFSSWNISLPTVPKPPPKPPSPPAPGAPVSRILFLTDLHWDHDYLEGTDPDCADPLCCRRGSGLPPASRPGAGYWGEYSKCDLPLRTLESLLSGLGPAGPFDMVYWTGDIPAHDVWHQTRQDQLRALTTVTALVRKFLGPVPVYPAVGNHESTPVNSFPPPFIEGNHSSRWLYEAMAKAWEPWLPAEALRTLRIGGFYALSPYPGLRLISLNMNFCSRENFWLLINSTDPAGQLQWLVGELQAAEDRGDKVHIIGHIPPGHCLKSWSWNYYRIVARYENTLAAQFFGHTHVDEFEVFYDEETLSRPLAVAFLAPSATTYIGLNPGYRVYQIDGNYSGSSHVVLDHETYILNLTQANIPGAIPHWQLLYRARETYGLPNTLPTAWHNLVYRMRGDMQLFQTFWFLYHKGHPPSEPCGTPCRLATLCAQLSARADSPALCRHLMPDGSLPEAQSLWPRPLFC
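Fluorescence read-out (Ex 386 nm, Em 447 nm) after stopping the reaction at pH 10. Enzyme: ASM from human placenta; substrate HMU-PC0, 9 uM final; 60 min, 37 °C. Compound preincubation 10 min, ambient temperature.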
TSG101-PTAP inh – blocks PTAP/TSG101 interaction to inhibit HIV-1 budding | Potency, µM (doses to about 115 µM), for inactives: at the highest dose activity change, negative = inhibition, most hits filed as inhibitors | 340,000 tested, under 10 active | Q99816 | AID 493005 | Fluorescence polarization, FITC-PTAP peptide / Tsg101 binding; active = well fitted inhibition curve with a large enough effect in the main read-out, with a control signal flat, not every such curve was filed as active; inconclusive = small, poorly fitted or top-dose-only effect, or effect the other way, or a change in a side signal; inactive = no such curve, though single readings can be large or run the other way; also: potency is read from the fitted curve at half-maximal effect; % of control where 0% means no effect
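FP read-out: FITC-PTAP peptide, 50 nM final, binding Tsg101 binding domain, 10 uM final; 20 min, r.t.; 10 mM HEPES pH 7.5, 0.15 M NaCl, 0.01% Tween 20, 3 mM EDTA, 0.1 mM TCEP.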
ELG1 DNA repair – blocks ELG1-dependent DNA repair in HEK293T cells | HEK293T ELG1-luciferase reporter, luminescence, 16 h; DNA damage induced by 5-fluorouridine | actives 2.3% (n = 330,000) | Potency, µM (doses to about 46.1 µM), without a hit: top-dose activity change, negative = inhibition, usual class: inhibitors | AID 504467; also: potency is read from the fitted curve at half-maximal effect; % is scaled to controls: 0 for no effect and ±100 for the full control effect; nearly all actives have a fitted effect of over 55% in size
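Step one: seed 2,000 cells per well. Step two: pin-transfer compound or DMSO alongside 5-fluorouridine. Step three: incubate 16 hr, 37 °C, 5% CO2. Step four: add ONE-Glo, wait 30 min, read luminescence.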
* marks the source's active call; other numbers are inactive results; i = inactive; ? = inconclusive; . = not tested or not shown; [ ] = remark or other dose. Unless noted, calls follow the shape of the dose curve; as a rule, active = well fitted curve in the direction sought with a large enough effect; inconclusive = small, poorly fitted or top-dose-only effect, or another doubt; inactive = no such curve, though single readings can be large; an effect the other way counts as inactive or inconclusive. Outcome played no part in choosing rows; overall some 3.2% were active at least once.

SMILES | Tb PFK inh | Integrin act MD | A-T KAP1 phos | Eya2 phos inh | TCR activator | Chronic BCR inh | Mito fusion act | TSHR antagonist | S-ASM inh | TSG101-PTAP inh | ELG1 DNA repair
COc1ccc(Cc2n[nH]c(=S)n2NC(=O)Nc2ccc(C)cc2)cc1 | 2% | 15% | 3% | 3% | 6% | 7% | 3% | 5 | -6% | -3% | ?
COc1ccc(NS(=O)(=O)c2ccc(C)c(C(=O)N3CCC3)c2)cc1 | 0% | 5% | 5% | -7% | -2% | 2% | -7% | 3 | 1% | 0% | -4%
COc1cccc(-c2cc(C(=O)Nc3ccc([N+](=O)[O-])cn3)c3ccccc3n2)c1 | ? | 2% | 2% | 5% | 3%[46.1 µM] | 4% | 7% | -2 | -1% | 1% | 13µM*
COc1ccc(NC(=O)CCNC(=O)Cn2cnc3ccccc3c2=O)cc1OC | -5% | -22% | -2% | 2% | 5% | -3% | -2% | -1 | 3% | -4% | 18%
Oc1ccccc1N1CCN(c2ccc3ccccc3n2)CC1 | 1% | -16% | 8% | 2% | 0% | 0% | 17% | -77* | 13% | -1% | ?
COc1cc(C(=O)OC2CCN(C)CC2)cc(OC)c1OC | 10% | 0% | -4% | 0% | 7% | 4% | 0% | 2 | 3% | -7% | 16%
O=C(O)Cc1csc(-c2ccc(F)cc2)n1 | -3% | ? | 0% | ? | 6% | ? | 1% | 4 | 4% | 0% | 7%
CC(=O)c1ccc(N2CCN(C(C)C(=O)Nc3ccc4c(c3)OCCO4)CC2)cc1 (configuration not stated) | -5% | 16% | 5% | -25% | 3% | -18% | . | . | -3% | -6% | 2%
O=C(CC1(c2ccc(Cl)cc2)C2CC3CC(C2)CC1C3)NCCO (configuration not stated) | -1% | -8% | 2% | -1% | -3% | 1% | -6% | -7 | 1% | -4% | -27%
Cc1ccsc1C(=O)OCC(=O)N1CCc2ccccc2C1 | -1% | -6% | -3% | -6% | -3% | ? | 5% | 11 | 3% | -3% | ?
CCc1ccc(C(=O)NC2CCCCC2)s1 | -2% | -9% | -6% | 6% | . | ? | -3% | -9 | 0% | . | ?
CCOC(=O)C1CCCN(CCC(=O)Nc2cc(C)cc(C)c2)C1 (configuration not stated) | -2% | ? | 0% | -11% | 0% | -13% | 3% | -5 | 0% | 2% | -15%
Cc1c(Cl)cccc1NC(=S)N(CCN(C)C)C(C)c1ccccn1 (configuration not stated) | -5% | -14% | -1% | 0% | 0% | -2% | 0% | 0 | 0% | 0% | 5%
C[C@H]1CN([C@@H](C)CO)C(=O)c2cc(NC(=O)C3CCCCC3)ccc2O[C@H]1CN(C)CC1CCCCC1 | 3% | -2% | 9% | -6% | -7% | -2% | . | -7 | 2% | 2% | ?
O=C(CNC(=O)c1ccc(Cl)cc1Cl)OCC(=O)N1CCCC1=O | -4% | -5% | 2% | -16% | 1% | -9% | 2% | -12 | 3% | -2% | 21%
CC(=O)c1ccc(N(CC(=O)NC2CCCC2)C(=O)CNC(=O)c2ccco2)cc1 | 0% | ? | 0% | 7% | 1% | 6% | -6% | -5 | 5% | -1% | -3%
COC(=O)c1ccc(OCc2cc(=O)n3ccsc3n2)cc1 | -1% | 20% | -8% | 6% | -2%[46.1 µM] | 2% | 0% | 29 | 7% | -8% | ?
CCOC(=O)C1=CC[C@@H](c2cccc(C)c2)N(S(=O)(=O)c2ccc(C)cc2)[C@H]1C(=O)OCC | 0% | -19% | -1% | -9% | 1% | 1% | -14% | -30 | -1% | -4% | -4%
COCCN(Cc1ccccc1)C(=O)c1cc(S(=O)(=O)N2CCCCCC2)ccc1OC | 9% | -10% | 10% | -20% | -1% | -1% | 0% | 5 | 2% | -3% | -5%
COC(=O)C1CCN(C(=O)COC(=O)c2cc(-c3ccccc3)nc3ccc(OC)cc23)CC1 | ? | 1% | 20% | -4% | 5% | ? | 13% | 8 | i | -6% | 18µM*
Cn1c(=O)c(=O)n(C)c2cc(S(=O)(=O)CCC(=O)Nc3ccc(F)cc3)ccc21 | 1% | 17% | -1% | 4% | 0% | -27% | 0% | 2 | 3% | -4% | 1%
COc1ccc(/C(C)=N/OCC(=O)Nc2nc3ccccc3s2)cc1OC | -1% | -1% | -3% | -3% | -13%[46.1 µM] | 0% | 4% | 16 | -11% | 2% | ?
COC(=O)C(C(=O)Nc1cccc(C)n1)C1CCCCCC1 (configuration not stated) | 3% | 17% | -4% | 5% | 1% | ? | 9% | 27 | 0% | -4% | 4%
COc1ccc(-c2cc(C(F)F)n3ncc(C(=O)Nc4c(C)n(C)n(-c5ccccc5)c4=O)c3n2)cc1 | 3% | -18% | 3%[11.5 µM] | -5% | 3% | -16% | -6% | -10 | 4% | -4% | ?
C/C(CCc1ccccc1)=N\NC(=O)c1ccc(CN2CCOCC2)cc1 | 0% | -8% | -3% | 9% | 0% | -2% | 3% | -9 | 2% | 0% | -2%
CC1CCN(S(=O)(=O)c2cccc(C(=O)N3CCN(c4ccc(F)cc4)CC3)c2)CC1 | 2% | -25% | -6% | -2% | -5% | ? | 5% | ? | -1% | 0% | -11%
CC1CC(C)CN(C(=O)COC(=O)c2cc(S(=O)(=O)N3CCOCC3)ccc2F)C1 (configuration not stated) | 2% | -7% | -5% | 5% | -4% | 18% | -2% | -18 | 7% | -1% | 21%
CCN(CCCNC(=O)CC(C(=O)N1CCc2ccccc21)n1ccnc1)c1ccccc1 (configuration not stated) | -3%[0.46 µM] | 5% | -1% | -11% | -3% | ? | 0% | -2 | 1% | -5% | -18%
CCCc1ccc2oc(C(=O)N3CCC(O)CC3)c(C)c2c1 | 0% | 13% | -3% | -22% | 5% | -16% | ? | 16 | -7% | -3% | ?
CC(C)CN1CCN(Cc2cccn2-c2ccccn2)CC1CCO (configuration not stated) | 7% | 1% | 2% | -9% | 3% | 1% | -11% | -13 | 6% | 0% | 1%
CC(=O)c1ccc2noc(-c3cccc(F)c3)c2c1 | -4% | -15% | -10% | 2% | -2% | ? | 14% | -4 | 27% | -2% | ?
Cc1nc2c(C(=O)NCc3ccc4c(c3)OCO4)c[nH]n2c(=O)c1Cl | 0% | -3% | 5% | -8% | . | 6% | 5% | 9 | 3% | . | 12%
COC(=O)c1ccc2c(c1)C(=O)/C(=C/c1ccc(C)cc1)O2 | 7% | -3% | 1% | 4% | -5%[46.1 µM] | 0% | 1% | 13 | 3% | -2% | ?
O=C(O)CCc1ccc(-c2ccc(Cl)cc2)n1CC(=O)O | 11% | -9% | 0% | 15% | -2% | -1% | -3% | -4 | 9% | -9% | 14%
O=S(=O)(c1ccc(NC(=S)Nc2ccccc2)cc1)N1CCOCC1 | -10% | -4% | -1% | 3% | 3%[46.1 µM] | 6% | -17% | 5 | 2% | -6% | -1%
CC(C)(C)c1[nH]nc2c1C(c1ccccc1OC(=O)N1CCOCC1)C(C#N)=C(N)O2 (configuration not stated) | 1% | -5% | -1% | 19% | -7% | 3% | 2% | 1 | 4% | -6% | ?
Cc1nc(Oc2ccccc2)c2ccsc2n1 | 0% | -11% | 7% | -1% | 9% | 1% | 3% | 8 | -1% | -3% | ?
CC(Oc1ccc(Br)cc1)C(=O)N(C)CC(=O)Nc1ccc(N2CCOCC2)cc1 (configuration not stated) | 1% | -10% | 2% | 29% | -4% | 4% | 1% | -2 | . | -2% | -11%

Assay outcomes (PubChem)
